Bioassay records as filed in PubChem.
Efflux pump inh: inhibitors of Candida antifungal efflux pumps expressed in yeast | S. cerevisiae Candida pump triplex, Nile Red efflux | inhibition, % at 10 µM | 330,000 tested, 0.44% active;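 active = plate passing quality check with inhibition over a set limit, or well fluorescence over plate mean plus 4 SD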;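 note: Nile Red retained in pooled yeast measured as flow cytometry median fluorescence; 0% = buffer negative control and 100% = Enniatin B positive control; higher means more Nile Red kept so more efflux inhibition; some compounds called inactive have numbers as strong as hits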
GLD-1 RNA inh: GLD-1-TGE RNA interaction inhibition (C. elegans) | inhibition, % at 5.96 µM | Q17339 | 320,000 tested, 0.44% active | purified GLD-1 + fluorescein TGE RNA, fluorescence polarization;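 active = percent inhibition above a per-plate cutoff, the plate mean of test compounds plus 3 SD, cut at about 30% in these data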;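 note: 0% = DMSO wells with GLD-1 and probe and 100% = wells lacking GLD-1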
Target sequence (Q17339 whole entry, looked up): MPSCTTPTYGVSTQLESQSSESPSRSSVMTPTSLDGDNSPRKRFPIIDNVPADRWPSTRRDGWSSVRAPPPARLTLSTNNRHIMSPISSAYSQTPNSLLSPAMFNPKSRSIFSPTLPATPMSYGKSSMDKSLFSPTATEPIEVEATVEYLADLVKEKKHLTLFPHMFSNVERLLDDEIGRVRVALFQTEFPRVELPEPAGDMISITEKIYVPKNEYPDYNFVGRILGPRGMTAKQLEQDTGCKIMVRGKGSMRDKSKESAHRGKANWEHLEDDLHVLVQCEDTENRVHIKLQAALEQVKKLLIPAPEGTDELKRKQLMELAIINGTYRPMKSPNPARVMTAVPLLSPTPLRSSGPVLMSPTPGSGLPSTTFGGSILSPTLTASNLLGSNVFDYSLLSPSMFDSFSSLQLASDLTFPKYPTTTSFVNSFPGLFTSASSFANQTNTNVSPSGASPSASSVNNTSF
VLA-4 inh: inhibition in a human VLA-4 binding assay; AID 2557; P13612; VLA-4 expressing cells, ligand binding flow cytometry; 330,000 tested, 0.2% active; inhibition, % (about 7 µM as worked out from the volumes in the protocol); in the data active = inhibition above about 50%
MEX-5 binding: C. elegans MEX-5 TCR-2 RNA binding activity; AID 1832; 300,000 tested, 0.38% active; activity score (negative = inhibition of binding), % at 10 µM; Q9XUB2; MEX-5/FITC-TCR2 RNA binding, fluorescence polarization; hits give low values;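 active = inhibition past about -25% in most replicates, and total fluorescence under double the plate's negative control median, limit read from the data; inconclusive = replicates evenly split on the limit, or fluorescence at least double controls; inactive = too little inhibition in most replicates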;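 note: 0% = DMSO and -100% = 5 µM competing unlabeled TCR2 RNA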
Fam108B inh: counter-screen for RBBP9 inhibitors: inhibitors of mouse Fam108B; 300,000 tested, 0.33% active; recombinant Fam108B, FP-Rh probe fluorescence polarization; inhibition, % at 9.51 µM;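 active = inhibition above the screen mean inhibition plus 3 SD, computed separately per campaign, cut at about 18% in these data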;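 note: inhibitors lower polarization as less probe binds the enzyme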
GRK2 inh: human GRK2 inhibition via aptamer displacement. 330,000 tested, 0.59% active. bead flow cytometry, FAM-aptamer displacement from GRK2. inhibition of aptamer binding, % at 10 µM. AID 488847;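 active = inhibition of aptamer binding above 40%, roughly 3 SD of noise, on plates passing a quality check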;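 note: median bead fluorescence of bound FAM aptamer so fluorescent compounds give negative values; no value below 0 was filed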
BCLXL inh: Bcl-xL (human) inhibition. 320,000 tested, 0.7% active. AID 2129. Q07817. GST-Bcl-xL / FITC-Bim BH3 peptide fluorescence polarization. inhibition, % at 10.9 µM;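 active = inhibition above the mean of all tested compounds plus 3 SD, cutoff set per campaign, cut at about 30% in these data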;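 note: 0% = DMSO wells and 100% = unlabeled Bim-BH3 peptide competitor; inhibitors lower millipolarization by displacing the labeled peptide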
Target sequence (Q07817 whole entry, looked up): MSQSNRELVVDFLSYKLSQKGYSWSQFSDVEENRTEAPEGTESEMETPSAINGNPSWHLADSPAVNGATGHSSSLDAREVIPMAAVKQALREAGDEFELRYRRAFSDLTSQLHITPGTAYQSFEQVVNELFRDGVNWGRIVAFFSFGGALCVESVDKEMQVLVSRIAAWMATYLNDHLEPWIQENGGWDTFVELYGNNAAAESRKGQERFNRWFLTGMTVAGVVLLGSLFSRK
PME-1 inh: blocks human protein phosphatase methylesterase 1; inhibition, % at 5.9 µM; recombinant PME-1, FP-Rh probe fluorescence polarization; AID 2130; 320,000 tested, 0.53% active;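 active = inhibition above the campaign mean of all compounds plus 3 SD, cut at about 26% in these data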;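 note: competitive labeling of PME-1 active site by serine hydrolase directed probe; 0% = PME-1 with DMSO and 100% = wells lacking PME-1 enzyme; inhibitors block probe labeling so polarization falls and inhibition rises; many of its hits are not listed in these tables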
Target sequence (Q9Y570 whole entry, looked up): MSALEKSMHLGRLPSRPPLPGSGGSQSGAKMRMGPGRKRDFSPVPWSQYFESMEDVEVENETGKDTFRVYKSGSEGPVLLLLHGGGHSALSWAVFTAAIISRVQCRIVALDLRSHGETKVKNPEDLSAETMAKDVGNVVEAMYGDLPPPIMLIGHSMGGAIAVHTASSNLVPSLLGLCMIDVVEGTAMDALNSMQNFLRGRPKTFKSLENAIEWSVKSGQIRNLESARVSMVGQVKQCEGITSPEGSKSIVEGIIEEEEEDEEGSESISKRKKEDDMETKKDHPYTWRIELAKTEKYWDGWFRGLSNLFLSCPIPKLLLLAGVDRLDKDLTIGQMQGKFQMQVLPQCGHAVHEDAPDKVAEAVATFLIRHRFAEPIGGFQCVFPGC
MCL1 BIM primary: disrupts human MCL1 binding to BIM-BH3 peptide | Q07820 | GST-MCL1 / FITC-Bim-BH3 fluorescence polarization | inhibition, % at 10.9 µM | 320,000 tested, 0.68% active;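 active = inhibition above the mean inhibition of all tested compounds plus 3 SD, set per campaign, cut at about 40% in these data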;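 note: 0% = DMSO wells and 100% = unlabeled Bim-BH3 peptide control; higher means more loss of mP so more displacement of Bim peptide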
An asterisk follows results filed as active; i = inactive; ? = inconclusive; / = no result given. This is a subset (hit frequency here may not be typical).

structure	Efflux pump inh	GLD-1 RNA inh	VLA-4 inh	MEX-5 binding	Fam108B inh	GRK2 inh	BCLXL inh	PME-1 inh	MCL1 BIM primary
Cc1ccc(S(=O)(=O)N2C(=O)CCC2C(=O)N2CCN(C)CC2)cc1 (stereo unspecified)	0.0	0	-1	0.5	4	0	5	3	0
NC1=NN(c2cccc(C(=O)O)c2)C(=O)C1	0.2	-3	16	-0.7	4	1	4	-3	2
CC1CCN(CC(O)COC2CC(C)CCC2C(C)C)CC1 (stereo unspecified)	-0.1	-2	43	0.4	1	3	5	-1	-1
O=C(Nc1ccc2c(c1)CCC2)C1CCCO1 (stereo unspecified)	0.2	-4	-10	-1.0	-2	0	6	-8	10
COc1ccc(/C(C)=N/Nc2nc3ccccc3nc2C)cc1OC	0.0	2	16	?	7	1	-6	4	-3
COc1ccc(C)cc1N(CC(=O)NCCSCc1cccc(Cl)c1)S(C)(=O)=O	-0.1	5	-23	4.4	2	0	7	2	10
Cn1nc(-c2ccccc2)c(CSc2cccc(Cl)c2)c1Cl	-0.1	4	-4	-0.8	-3	0	2	-2	5
Cc1cc(C(F)(F)F)n(-c2ccc(N)cc2)n1	0.0	7	2	1.3	-12	2	5	-3	4
Cc1onc(-c2c(Cl)cccc2Cl)c1NC(=O)N1CCSCC1	-0.1	6	1	-1.4	-2	0	3	4	7
C=CCn1c(O)c(N=Nc2ccccc2O)c2ccccc21	0.2	-34	i	/	/	6	-24	34*	-56

(further entries)
structure	Efflux pump inh	GLD-1 RNA inh	VLA-4 inh	MEX-5 binding	Fam108B inh	GRK2 inh	BCLXL inh	PME-1 inh	MCL1 BIM primary
O=C1OC(/C(=C\NCc2ccccc2)[N+](=O)[O-])c2ccccc21 (stereo unspecified)	-0.2	5	-9	2.2	0	1	-1	2	-5
COc1cc(S(=O)(=O)N2CCOCC2)ccc1NC(=O)COC(=O)CC12CC3CC(CC(C3)C1)C2	0.0	0	3	2.3	-3	24	0	0	-1
COC(=O)CS(=O)(=O)c1ccc(C)cc1	-0.1	-4	0	1.3	-3	0	1	1	-4
Cc1cc(C)nc(N/N=C/c2c[nH]c3ccccc23)n1	0.0	8	1	3.2	0	0	8	4	10
COc1ccccc1N(CC(=O)Nc1ccc(C)cc1Cl)S(=O)(=O)c1cccs1	0.5	6	1	/	/	0	/	/	/
CC(=O)N1CCC(N(CCN2CCOCC2)C(=S)Nc2c(C)cccc2C)CC1	1.5	2	8	-0.6	-2	1	4	-1	11
O=C(COc1cccc2c1CCN(Cc1ccccc1F)C2=O)N1CCCCC1	0.3	-3	-5	0.2	-3	2	4	-11	1
O=[N+]([O-])c1ccccc1S(=O)(=O)NC1CCCCCCC1	0.0	4	26	0.3	-2	2	6	3	4
CN(Cc1ccccc1)C(=O)COC(=O)CNS(=O)(=O)c1ccc2ccccc2c1	75*	-5	-1	1.8	4	0	-10	8	-7
COc1ccc(-c2cc3c(=O)n(CC(=O)NCCCN4CCC(N5CCCCC5)CC4)ncn3n2)cc1	0.1	-13	-7	0.7	7	0	2	6	0

Sorted by count of non-hydrogen atoms (low to high): some entries from above
structure	Efflux pump inh	GLD-1 RNA inh	VLA-4 inh	MEX-5 binding	Fam108B inh	GRK2 inh	BCLXL inh	PME-1 inh	MCL1 BIM primary
COC(=O)CS(=O)(=O)c1ccc(C)cc1	-0.1	-4	0	1.3	-3	0	1	1	-4
O=[N+]([O-])c1ccccc1S(=O)(=O)NC1CCCCCCC1	0.0	4	26	0.3	-2	2	6	3	4
COc1cc(S(=O)(=O)N2CCOCC2)ccc1NC(=O)COC(=O)CC12CC3CC(CC(C3)C1)C2	0.0	0	3	2.3	-3	24	0	0	-1

Next structures.
structure	Efflux pump inh	GLD-1 RNA inh	VLA-4 inh	MEX-5 binding	Fam108B inh	GRK2 inh	BCLXL inh	PME-1 inh	MCL1 BIM primary
Oc1ccc2c(ccc3[nH]cnc32)c1	0.1	2	2	-4.8	5	0	7	3	6
CCCNC(=O)C1(CC2CC(c3ccccc3)=NO2)CCN(C(=O)c2cc(OCC)c(OCC)c(OCC)c2)CC1 (stereo unspecified)	0.4	-10	2	1.2	4	0	-2	4	-2
CN(C)c1ncccc1-c1nc2ccccc2s1	0.6	11	-4	-0.5	-4	0	15	-8	15
COc1ccc(/C=N/OCC(=O)Nc2nc3ccccc3s2)cc1OC	0.0	3	20	0.7	-3	0	1	-3	-1
Cc1ccccc1CSc1nnc([C@@H]2CCCN2)o1	0.0	2	23	0.5	0	0	2	-1	8
Cc1cccc(N2CCN(S(=O)(=O)c3ccc(Cl)nc3)CC2C)c1 (stereo unspecified)	0.1	-2	-4	/	/	0	/	/	/
O=C(NCC(O)c1ccc([N+](=O)[O-])cc1)C1CCCCC1 (stereo unspecified)	-0.1	-6	-1	0.4	0	0	-1	-4	-1
Cc1c(OC(C)C(=O)NCCCN2CCOCC2)ccc2c3c(c(=O)oc12)CCC3 (stereo unspecified)	0.3	2	1	0.6	-1	0	13	-4	6
COc1ccc2c(c1OC)CN(C)CCc1cc3c(cc1C(O)C2)OCO3 (stereo unspecified)	-0.1	7	-4	0.0	1	2	2	-3	-4
Cc1nonc1NC(=O)CSc1nc(C23CC4CC(CC(C4)C2)C3)nc2ccccc12	0.2	-2	6	5.2	-65	0	3	-9	6

More compounds
structure	Efflux pump inh	GLD-1 RNA inh	VLA-4 inh	MEX-5 binding	Fam108B inh	GRK2 inh	BCLXL inh	PME-1 inh	MCL1 BIM primary
Nc1cccc2c1C(=O)N(c1ccccc1)C2=O	0.2	70*	-11	-26*	-2	0	69*	-2	80*
COc1ccccc1C1C2=C(COC2=O)Nc2cc3c(cc21)OCO3 (stereo unspecified)	0.2	23	4	2.8	1	1	11	0	17
CCOc1ccc(N(CC(=O)Nc2ccc(OC)cc2)S(=O)(=O)c2c(C)[nH]c(=O)[nH]c2=O)cc1	0.0	-3	57*	0.0	-1	2	4	-3	-7
CN1CCN(C(=O)CN2C(=O)NC(C)(c3ccc4ccccc4c3)C2=O)CC1 (stereo unspecified)	-0.2	-3	3	/	/	1	6	-6	4
COC(=O)c1cc(OC)c(OC)cc1NC(=O)C1CCCO1 (stereo unspecified)	0.0	-1	7	-0.3	0	0	3	-4	1
O=C(Nc1cccc(F)c1)C1CCN(C(=O)c2ccc(Br)cc2)CC1	0.0	11	-4	-0.9	0	0	5	0	-2
Nc1nnc(SCC(=O)Nc2cc(S(=O)(=O)N3CCOCC3)ccc2N2CCCC2)s1	-0.1	-4	-8	/	/	4	4	-1	6
CS(=O)(=O)c1ccccc1C(=O)Nc1cccc(-c2nc3ccccc3o2)c1	0.1	0	1	-0.4	0	1	8	3	-1
C=CCNC(=S)Nc1c(C(=O)OC)[nH]c2cc(OC)ccc12	0.0	-1	5	0.6	-3	0	-9	6	-5
Cc1cc(C(=O)N/N=C/c2ccc(C)s2)n[nH]1	0.1	-3	9	0.2	2	0	4	-4	0

Carrying on:
| Structure | Efflux pump inh | GLD-1 RNA inh | VLA-4 inh | MEX-5 binding | Fam108B inh | GRK2 inh | BCLXL inh | PME-1 inh | MCL1 BIM primary |
| --- | --- | --- | --- | --- | --- | --- | --- | --- | --- |
| CN(C[C@H](c1ccccc1)N(C[C@H](Cc1ccccc1)N(CCc1ccccc1)N=O)N=O)N=O | / | 8 | / | 2.7 | -4 | / | 7 | -1 | 4 |
| CCOC(=O)C1=C(C)NC(C)=C(C(=O)OC)C1c1cccc([N+](=O)[O-])c1 (stereo unspecified) | -0.1 | -4 | 25 | -0.6 | 4 | 0 | -4 | 3 | -5 |
| COc1ccc2nc(NCCCO)[nH]c2c1 | 0.1 | -11 | 6 | -0.6 | -2 | 1 | 6 | 3 | 4 |
| O=C(CN1CCCCCCC1)N/N=C/c1ccc([N+](=O)[O-])o1 | -0.1 | -2 | -1 | -3.5 | -4 | 0 | 22 | -2 | 23 |
| COc1ccc(NC(=S)Nc2cnc3ccccc3c2)c(OC)c1 | 0.5 | 8 | 41 | 0.9 | -4 | 7 | -2 | -4 | 3 |
| Cc1cc(C)n(CCCNC(=O)CCNS(=O)(=O)c2ccccc2C(F)(F)F)n1 | 0.1 | -4 | -5 | 1.9 | -7 | 0 | 8 | 0 | 0 |
| N#Cc1cccc(C#N)c1Oc1ccc(S(=O)(=O)Nc2ccccc2)cc1 | 0.0 | -1 | -9 | 1.4 | -6 | 0 | 5 | 18 | 10 |
| N#CCCCSc1nnc(Cc2ccc3c(c2)OCO3)o1 | -0.1 | 8 | -7 | -0.8 | -1 | 1 | 8 | 3 | 9 |
| CC(C(=O)Nc1ccc(C(F)(F)F)cc1)N(C)CC(=O)N1CCN(Cc2ccccc2)CC1 (stereo unspecified) | -0.3 | -2 | 4 | / | / | 0 | / | / | / |
| Cc1cc(NC(=O)CSc2nnc3c4c(C)c(C)sc4ncn23)no1 | 0.1 | 2 | -10 | -6.2 | -5 | 0 | 6 | 4 | 1 |
| O=C(NC(=S)N1CCN(c2ccc(F)cc2)CC1)c1cccs1 | 0.0 | -1 | 11 | -1.2 | -2 | 2 | 6 | 2 | 11 |
| Cc1nn(Cc2ccc(Cl)cc2)c(C)c1NC(=O)C1CC=CCC1C(=O)O (stereo unspecified) | 0.1 | 10 | 5 | -1.0 | 3 | 0 | 6 | 5 | 2 |
| O=C(c1cc(-c2ccc(Br)cc2)on1)N1CCOCC1 | 0.0 | 3 | -1 | 3.4 | -4 | 0 | 0 | -4 | 1 |
| Cc1ccc2[nH]c(C)c(CCNC(=O)NC3CCCCC3)c2c1 | -0.1 | 8 | -1 | / | 4 | 0 | 8 | 3 | 4 |
| O=C(NCc1cccnc1)C1c2ccccc2C(=O)N1C1CCCCCCC1 (stereo unspecified) | -0.5 | 5 | 10 | -0.1 | 2 | 0 | 1 | -2 | 7 |
| Cc1cc(C(=O)O)c(CSc2ncn[nH]2)o1 | 0.1 | 8 | 7 | -3.3 | -1 | 0 | 6 | 5 | 1 |
| Cc1cc(C)nc(SCNC(=O)c2ccccc2)n1 | 0.3 | -1 | / | 1.4 | 1 | 48* | 9 | -7 | 11 |
| COc1ccc(C(=O)N(Cc2ccco2)C(C(=O)NC2CCCC2)c2ccc(O)cc2)cc1OC (stereo unspecified) | 0.1 | 1 | -13 | / | 0 | 3 | -5 | 4 | -4 |
| COc1ccc(CN(CCCN2CCOCC2)C(=O)Nc2cccc(Cl)c2)cc1OC | 0.0 | 5 | 4 | 0.3 | -4 | 0 | 8 | -4 | -4 |
| O=C(Nc1ccc(NC(=O)C23CC4CC(CC(C4)C2)C3)cn1)c1ccco1 | 0.1 | -7 | 5 | -0.5 | -1 | 0 | 4 | -8 | 9 |
| O=CN1Cc2[nH]c3ccccc3c2N(c2ccc(Cl)cc2)C1=O | 0.1 | 15 | 1 | -7.6 | -3 | 3 | 24 | -1 | 19 |
| CCc1nccn1S(=O)(=O)c1cc(Br)ccc1OC | 0.1 | -2 | -12 | -0.3 | 5 | 2 | 4 | 2 | -1 |
| NC(=O)C1CCN(Cc2ccc(OCc3ccccc3)cc2)CC1 | 0.0 | 2 | 2 | -0.6 | 4 | 0 | 4 | -3 | 3 |
| c1ccc(COc2ccc(OCCCNC3CCCC3)cc2)cc1 | -0.1 | -5 | 14 | -2.2 | -3 | 0 | 0 | 0 | -8 |
